Apaf1 inhib: inhibitors of human Apaf-1 apoptosome | O14727 | reconstituted apoptosome caspase-3 activity, DEVD-Rh110 fluorescence | inhibition, % at 20 µM | actives 0.71% (n = 330,000); active means inhibition of at least 40% at 20 µM;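 further: plate controls were DMSO wells for no effect and DEVD-CHO caspase inhibitor wells for full effect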
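Material: cell-free apoptosome with Apaf-1, procaspase-3 and caspase-9; Buffer or medium: Hepes pH 7.5 with detergent and BSA; Reagent: cytochrome c trigger plus (Z-DEVD)2-Rh110 caspase-3 substrate; Times: compound with Apaf-1, dATP, procaspase-3 30 min, then 50 min reaction, room temperature; Technique: Rh110 fluorescence intensity.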
SENP6 block: SENP6 protease inhibition; Q9GZR1; actives 1.8% (n = 330,000); AID 2599; inhibition, % at 10 µM; Recombinant SENP6 catalytic domain, aminoluciferin luminescence;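 active means inhibition above about 50% at the single tested dose, limit read from the data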;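 further: plate controls were DMSO wells with enzyme for no effect and DMSO wells lacking enzyme for full effect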
APOBEC3G inh: blocks human APOBEC3G single-stranded DNA deamination | Q9HC16 | recombinant A3G, ssDNA deamination FAM/TAMRA fluorescence | inhibition, % at 20 µM | actives 0.28% (n = 330,000) | AID 493012;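 active means inhibition of at least 40% at 20 µM, with no more than 30% in the related APOBEC3A deaminase screen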;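 further: plate controls were DMSO wells with A3G for no effect and wells lacking A3G enzyme for full effect; some compounds called inactive have numbers as strong as hits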
SENP1 FRET inh: SENP1 (human) catalytic domain inhibition; Q9P0U3; actives 0.21% (n = 360,000); inhibition, % at 10 µM; AID 624204; recombinant SENP1 catalytic domain, CyPet-SUMO1-YPet FRET cleavage;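 active means inhibition at least 30% at 10 µM, raw YFP signal under a set limit, fluorescence ratio 0.5 to 1.5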;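 further: 0% = enzyme with DMSO and 100% = no enzyme wells; some results filed as inactive read as strong as hits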
Target sequence (Q9P0U3 419-644 limits assumed): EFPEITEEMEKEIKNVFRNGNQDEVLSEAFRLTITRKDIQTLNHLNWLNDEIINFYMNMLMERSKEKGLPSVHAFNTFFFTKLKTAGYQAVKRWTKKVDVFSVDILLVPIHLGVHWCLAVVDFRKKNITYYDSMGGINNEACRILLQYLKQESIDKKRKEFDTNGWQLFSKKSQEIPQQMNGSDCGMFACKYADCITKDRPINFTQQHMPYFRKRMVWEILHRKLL
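Assay system – human recombinant His6-tagged SENP1 catalytic domain enzyme · Input – SENP1 enzyme, 20 pM final · Buffer or medium – Tris pH 8 buffer plus EDTA, NaCl, BME, BSA, NP40, catalase · Schedule – 50 min reaction at room temperature · Technique – FRET read of cyan and yellow fluorescence · Control set – no-enzyme wells low, DMSO-plus-enzyme wells high control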
SENP8 block-1: SENP8 protease inhibition; Q96LD8; purified SENP8, Z-RLRGG-aminoluciferin cleavage, luminescence; inhibition, % at 10 µM; actives 1.2% (n = 330,000); AID 2540; in the data active means inhibition above about 50%
Target sequence (Q96LD8 whole entry, looked up): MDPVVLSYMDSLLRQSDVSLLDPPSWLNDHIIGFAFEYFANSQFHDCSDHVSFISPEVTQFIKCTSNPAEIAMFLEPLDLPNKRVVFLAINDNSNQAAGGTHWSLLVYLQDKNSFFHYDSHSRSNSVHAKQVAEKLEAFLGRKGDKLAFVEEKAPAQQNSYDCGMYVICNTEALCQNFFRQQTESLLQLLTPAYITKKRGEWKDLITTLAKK
SENP7 block: blocks the human protease SENP7. Q9BQF6. recombinant SENP7, Z-RLRGG-aminoluciferin luminescence, 40 min. inhibition, % at 5 µM. actives 1.5% (n = 330,000);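 active means inhibition above about 50% at the single test dose, limit read from the data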;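 further: plate controls were DMSO with enzyme for no effect and no enzyme buffer wells for full effect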
Target sequence (Q9BQF6 706-1050 limits assumed): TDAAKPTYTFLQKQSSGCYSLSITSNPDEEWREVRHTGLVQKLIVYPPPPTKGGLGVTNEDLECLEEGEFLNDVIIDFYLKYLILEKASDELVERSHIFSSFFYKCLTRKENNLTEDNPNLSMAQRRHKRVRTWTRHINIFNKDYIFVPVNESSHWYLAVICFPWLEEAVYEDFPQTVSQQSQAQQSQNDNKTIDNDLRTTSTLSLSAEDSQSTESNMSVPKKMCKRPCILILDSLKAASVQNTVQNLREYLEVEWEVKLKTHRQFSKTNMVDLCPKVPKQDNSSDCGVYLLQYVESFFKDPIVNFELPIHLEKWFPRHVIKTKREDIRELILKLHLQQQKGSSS
UBC13 polyUb: human UBC13 polyubiquitination inhibition; UBC13 polyubiquitin chain formation, TR-FRET; actives 0.47% (n = 330,000); inhibition, % at 20 µM; in the data active means inhibition above about 45%, passing the limit was not always enough
Target sequence (P61088 whole entry, looked up): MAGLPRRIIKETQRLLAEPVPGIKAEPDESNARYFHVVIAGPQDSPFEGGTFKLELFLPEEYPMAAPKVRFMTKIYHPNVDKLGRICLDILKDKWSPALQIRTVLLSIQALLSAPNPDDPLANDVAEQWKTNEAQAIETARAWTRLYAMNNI
SENP8 block-2: blocks human SENP8 cleavage of Nedd8 substrate; Q96LD8; inhibition, % at 20 µM; recombinant SENP8, Nedd8 substrate fluorescence; AID 602440; actives 0.64% (n = 360,000); in the data active means inhibition mostly above about 40%, no sharp cut-off; inactive means mostly below about 27%
* marks the source's active call; other numbers are inactive results.

SMILES | Apaf1 inhib | SENP6 block | APOBEC3G inh | SENP1 FRET inh | SENP8 block-1 | SENP7 block | UBC13 polyUb | SENP8 block-2
CC/C=C\[C@H](O)[C@H](O)C1=C(C)C(=O)[C@]2(O1)C(=O)N[C@@](OC)(C(=O)c1ccccc1)C2O (stereo partly specified) | -2 | 0 | 3 | -6 | 2 | -2 | -13 | 0
C/C(=N\Nc1ccc([N+](=O)[O-])cc1)c1cc2ccccc2o1 | 17 | 0 | -8 | -35 | -10 | -6 | -112 | -103
O=C(Cn1ccc(NC(=O)OCc2ccccc2)nc1=O)NCCN1CCOCC1 | -9 | -10 | -2 | 1 | -6 | 6 | -10 | 12
O=C(NC(NNc1ccc([N+](=O)[O-])cc1)(C(F)(F)F)C(F)(F)F)c1ccc(Cl)cc1 | 4 | -1 | -6 | -3 | -5 | -7 | -5 | 17
CS(=O)(=O)N1N=C(c2cccs2)CC1c1ccc(Cl)o1 (stereo unspecified) | -2 | -8 | 0 | -1 | -11 | 11 | -4 | -1
CCOc1ccc2nc(/N=C/c3nc(-c4ccc(Br)cc4)oc3O)sc2c1 | 11 | -4 | -22 | -25 | 9 | 5 | -37 | -102
COc1ccc(CCNC(=O)COC(=O)c2cc(S(=O)(=O)N3CCOCC3)ccc2C)cc1OC | -3 | -14 | -5 | 0 | -4 | -13 | -30 | 5
Cc1c(NC(=O)CSc2nnc(C(C)Oc3ccc(Cl)cc3)n2-c2ccccc2)c(=O)n(-c2ccccc2)n1C (stereo unspecified) | 3 | -1 | -8 | 2 | -2 | -6 | 19 | 9
Cc1nnc(-c2cccc(Br)c2)c2cn(-c3ccccc3)nc12 | 9 | -12 | -6 | 17 | -1 | 3 | 9 | -11
Cc1csc(NC(=O)CSc2nnc(-c3ccccc3)o2)n1 | 3 | -6 | -4 | 0 | -9 | -8 | -7 | 24
CC(=O)Nc1cccc2c1C(=O)N(c1ccc(OC(C)=O)cc1)C2=O | 11 | -13 | -7 | -13 | -8 | -6 | -6 | 2
CNC(=S)N1CCN(C(=O)c2ccco2)CC1 | 1 | -7 | -8 | 0 | 3 | -2 | -5 | 8
CNC[C@H](CC1CCCCC1)NC[C@H](NCCC1CCCC1)[C@H](C)O | 3 | -11 | 4 | -2 | -8 | 3 | 13 | 19
CC(C)NC(=O)c1ccc2c(c1)N(CC(=O)N1CCCCC1)C(=O)C(C)(C)O2 | -5 | -18 | -1 | 2 | 7 | 0 | 6 | 15
COC(=O)CSc1nc(NC#N)nc(NC(C)C)n1 | -5 | -10 | -1 | 3 | 2 | 3 | 5 | 22
COc1ccc(OC)c(NC(=O)COC(=O)c2c3c(nc4ccccc24)CCCC3)c1 | 8 | -3 | -2 | -3 | -2 | 10 | 14 | 8
O=C(COc1cc(F)ccc1[N+](=O)[O-])Nc1ccc(N2CCOCC2)cc1 | -3 | -9 | -2 | 1 | 4 | -4 | -2 | 7
Cc1ccc(NC(=S)/N=C(\N)Nc2nc(C)c3cc(C)c(C)cc3n2)cc1C | 4 | -11 | -2 | -1 | -3 | -3 | -19 | 0
NS(=O)(=O)c1ccc(CCNc2nc3c(-c4cccc(F)c4)nnn3c3ccccc23)cc1 | -11 | -7 | -4 | -85 | 0 | 6 | 39 | -307
Cn1c(N)c(C(=O)c2ccccc2)c(=O)n(C)c1=O | -1 | 2 | -4 | -4 | 2 | 5 | 2 | 21
COc1ccc(NC(C)=O)cc1S(=O)(=O)Nc1ccc2c(c1)OCCO2 | -18 | 13 | -2 | 2 | 6 | 1 | -1 | 13
O=C(CSc1n[nH]c(-c2ccncc2)n1)Nc1ccccn1 | 5 | 2 | -4 | 1 | 5 | -4 | -1 | 5
COc1ccc(OCC(=O)Nc2ccc3oc(-c4ccncc4)nc3c2)cc1 | -1 | -25 | 19 | -1 | -15 | -5 | 20 | -279
CCCNC(=O)N1CCN(S(=O)(=O)c2ccc3c(c2)OCCO3)CC1 | 0 | -4 | -4 | 1 | -10 | -1 | -9 | 11
N#CC1=C(N)OC2=C(C(=O)CC(c3ccccc3)C2)C1c1cccnc1 (stereo unspecified) | 8 | -17 | -3 | 0 | -5 | 7 | -3 | 19
O=C(Nc1ccc(-c2cn3ccsc3n2)cc1)c1ccc(F)c(S(=O)(=O)N2CCOCC2)c1 | -4 | 0 | -7 | 0 | 2 | -3 | 8 | 0
CCOc1ccc(S(=O)(=O)N2CCOCC2)cc1NC(=O)CSCC(=O)Nc1cccc(C)c1 | -1 | -5 | -8 | 1 | 2 | -9 | 4 | 0
O=[N+]([O-])c1ccc(/C=N/NC(=S)Nc2ccccc2)o1 | 1 | 14 | -4 | 7 | 0 | 4 | -10 | -53
O=C(NCc1cccnc1)/C(=N\O)c1ccccc1 | -5 | -3 | -5 | -2 | 1 | 7 | 2 | 16
CC(=O)N1CCN(C(=O)c2ccc3c(c2)OCCO3)CC1 | 17 | -7 | -6 | 0 | 1 | -3 | 7 | 6
CCOC(=O)c1cc(C#N)c(N2CCN(C(=O)c3ccccc3)CC2)nc1C(F)(F)F | 3 | 7 | -1 | -1 | 5 | 6 | 1 | -80
Cn1cnc(S(=O)(=O)Nc2ccc(OC(F)(F)F)cc2)c1 | -4 | -17 | -3 | 2 | 1 | -2 | 4 | 16
O=C(c1ccc(Cl)s1)N1CCCC1 | -13 | -5 | -5 | 2 | -4 | -2 | -2 | 11
CCOC(=O)Nc1ccc2c(c1)N(C(=O)CCN1CCN(C)CC1)c1ccccc1S2 | 7 | 4 | -3 | 3 | 0 | -1 | 2 | 18
COc1cc(C(=O)OCC(C)=O)c([N+](=O)[O-])cc1OC | -8 | 2 | -2 | 3 | -7 | 7 | -16 | 17
Cc1ccc(S(=O)(=O)c2c(C)cc(C)nc2N2CCCC2)cc1 | 7 | -23 | -1 | 0 | -5 | 5 | 3 | -33
CCN(CC)c1ccc(C=Nc2ccccc2C)c(O)c1 | 1 | -10 | -5 | -19 | -12 | -8 | -11 | 30
OC(CN1CCN(Cc2ccccc2)CC1)Cn1c2ccccc2c2ccccc21 (stereo unspecified) | 28 | -19 | -9 | 1 | -9 | -5 | 20 | 1
COC(=O)c1cc(C(=O)OCC(=O)c2ccc[nH]2)cc([N+](=O)[O-])c1 | -3 | -12 | -8 | 0 | -1 | 14 | 0 | 6
CC(=O)Nc1ccc(NC(=O)c2c(C)nn(Cc3ccccc3)c2Cl)cc1 | 4 | -7 | -5 | 0 | -3 | 0 | -2 | 6

Laid out differently: 5 of the compounds above
smiles	Apaf1 inhib	SENP6 block	APOBEC3G inh	SENP1 FRET inh	SENP8 block-1	SENP7 block	UBC13 polyUb	SENP8 block-2
OC(CN1CCN(Cc2ccccc2)CC1)Cn1c2ccccc2c2ccccc21 (stereo unspecified)	28	-19	-9	1	-9	-5	20	1
CCOC(=O)c1cc(C#N)c(N2CCN(C(=O)c3ccccc3)CC2)nc1C(F)(F)F	3	7	-1	-1	5	6	1	-80
CCN(CC)c1ccc(C=Nc2ccccc2C)c(O)c1	1	-10	-5	-19	-12	-8	-11	30
Cn1cnc(S(=O)(=O)Nc2ccc(OC(F)(F)F)cc2)c1	-4	-17	-3	2	1	-2	4	16
COC(=O)c1cc(C(=O)OCC(=O)c2ccc[nH]2)cc([N+](=O)[O-])c1	-3	-12	-8	0	-1	14	0	6

The list goes on:
SMILES | Apaf1 inhib | SENP6 block | APOBEC3G inh | SENP1 FRET inh | SENP8 block-1 | SENP7 block | UBC13 polyUb | SENP8 block-2
COc1ccc(-n2ncc(C(C)NS(=O)(=O)c3cccs3)c2C)cc1 (stereo unspecified) | 9 | -15 | -8 | 1 | -9 | -10 | -2 | 0
CC(C)NC(=O)N(C)C[C@H]1Oc2ccc(NS(=O)(=O)c3cccs3)cc2C(=O)N([C@H](C)CO)C[C@@H]1C | 11 | -7 | 10 | 1 | -5 | 4 | 7 | 16
Cc1ccc(C)c(-n2c(-c3ccco3)n[nH]c2=S)c1 | -11 | -11 | 19 | 0 | 5 | -2 | 2 | -63
Cc1ccc(S(=O)(=O)N(C)CC(=O)OCC(=O)NC(c2ccccc2)c2ccccc2)cc1 | 16 | -1 | -8 | 1 | -8 | -6 | 1 | 21
COc1ccccc1C(=O)Nc1ccc(S(=O)(=O)N2CCC(C)CC2)cc1 | 8 | -8 | -12 | 1 | 3 | 6 | 5 | 12
CCn1cc(CCC(=O)NCCc2ccccc2)c2ccccc21 | 10 | 3 | -6 | -4 | 2 | 0 | 10 | -7
CC(C)C(C(=O)Nc1ccc2c(c1)OCO2)N1C(=O)c2ccccc2C1=O (stereo unspecified) | 0 | 7 | -10 | -1 | 1 | 3 | -2 | 0
Cc1ccc2c(CC(=O)NCC(C)(C)N3CCOCC3)coc2c1 | -1 | 26 | 5 | -2 | 2 | 14 | -2 | 11
COc1cc(CN(C)CC(=O)c2[nH]c(C)c(C(C)=O)c2C)ccc1OC(F)F | 5 | 0 | -8 | 7 | -4 | 3 | 6 | 10
CCN(CCn1cccn1)Cc1nc(-c2ccc(OC)cc2)no1 | -7 | 6 | -5 | -3 | 4 | 4 | 3 | 3
CC(=O)C1=C(C)Nc2ncnn2C1c1ccccc1OCc1ccccc1 (stereo unspecified) | 11 | -16 | -4 | -3 | -8 | -11 | 0 | -50
COc1ccc(C(=O)Nc2ccnn2C2CCN(Cc3ccc4nonc4c3)CC2)cc1 | 12 | 0 | -2 | 2 | 2 | -4 | -2 | 5
Cc1nnc(SCC(=O)NCCc2ccccc2)s1 | 1 | 4 | -2 | 4 | 4 | -8 | 1 | 40
Cc1ccc(C(=O)NCC(=O)N2CCN(S(=O)(=O)c3cccs3)CC2)s1 | -1 | 13 | -5 | 0 | -8 | 8 | 11 | 14
COc1ccc(NC2CCCN(C(=O)C3(C)CCCCC3)C2)cc1 (stereo unspecified) | -2 | -9 | -5 | 1 | -8 | 16 | -7 | -3
COc1cccc(NC(=O)CN2CCN(c3nc(-c4cccc(OC)c4)cs3)CC2)c1 | 22 | 11 | 4 | -10 | -2 | 11 | 2 | 13
COc1ccccc1N1CCN(C(=O)C2CCN(S(=O)(=O)c3ccc(C)cc3)CC2)CC1 | 2 | 2 | -4 | -1 | -3 | 4 | -8 | 0
CC(=O)Nc1ccc(Nc2ncc([N+](=O)[O-])c(Nc3ccc(NC(C)=O)cc3)n2)cc1 | -21 | -5 | -3 | 7 | -4 | -4 | -13 | 44*
Cn1c(=NC(=O)CS(=O)(=O)c2ccccc2)sc2cc([N+](=O)[O-])ccc21 | -1 | -9 | -6 | 0 | -1 | 8 | -12 | 23
CCC(C)NC(=O)CS(=O)(=O)Cc1nc(-c2cccc(OC)c2)oc1C (stereo unspecified) | -17 | 24 | -3 | -2 | 4 | -10 | 2 | 7
COc1ccc(C2C(C(=O)NCc3ccccn3)c3cc(OC)c(OC)cc3C(=O)N2C)cc1 (stereo unspecified) | 5 | 11 | -4 | 1 | 10 | 1 | -5 | 19
CC(C)C[C@H](NC(=O)c1nc[nH]c1C(=O)NCCNC(=O)OC(C)(C)C)C(=O)CNCCNC(=O)c1[nH]cnc1C(=O)N[C@@H](C)C(=O)OC(C)(C)C | 24 | -7 | -3 | 1 | 7 | 11 | -7 | 15
O=C(c1ccc(Cl)cc1[N+](=O)[O-])N1CCN(c2ccccn2)CC1 | 10 | -14 | -5 | 1 | 0 | 3 | -13 | 18
CC(=O)N1CCN(c2cccc(C)c2C)CC1 | 5 | 3 | 0 | -1 | 2 | 0 | 0 | 24
Cc1ccc(/C=N/n2c(-c3ccco3)n[nH]c2=S)cc1 | 1 | 3 | 40* | 2 | 12 | -2 | -11 | 10
Cc1cc(C(=O)NNC(=S)Nc2ccccc2C)cs1 | 4 | 32 | 0 | 2 | 22 | 19 | 6 | 18

Screening data from PubChem BioAssay.
